CIT2 TOR yeast: modulators of CIT2-GFP expression in yeast, primary screen, S. cerevisiae, GFP fusion, multiplex flow cytometry, MLPCN library | GFP response vs DMSO, % at 10 µM | AID 2029, 2009 | S. cerevisiae CIT2-GFP strain, 3 h; 100 means same as DMSO wells | 320,000 tested, 0.065% active;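 active = GFP response relative to DMSO above a set limit, near the screen mean plus 3 SD, cut at about 150% in these data; inconclusive = Fewer than 70 cells measured for a yeast strain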;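 note: ratio of well median GFP fluorescence to mean of DMSO wells on the plate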
AGP1-GFP MLPCN: modulators of AGP1-GFP expression in yeast TOR pathway, primary screen, cell-based, multiplex flow cytometry, S. cerevisiae, MLPCN library; 3 h; GFP as percent of DMSO wells; GFP response vs DMSO, % at 10 µM; 320,000 tested, 0.02% active;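 active = GFP response relative to DMSO above a set limit, near screen average plus 3 SD, cut at about 150% in these data; inconclusive = fewer than 70 cells counted for the yeast strain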;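 note: median GFP channel fluorescence of the gated AGP1 strain per well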
LAP4-GFP MLPCN: modulators of LAP4-GFP expression in yeast, primary screen, S. cerevisiae, multiplex flow cytometry, MLPCN library | 3 h; median GFP as percent of DMSO wells | GFP response vs DMSO, % at 10 µM | 320,000 tested, 0.34% active;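 active = GFP response vs DMSO above a set limit, about the screen mean plus 3 SD, cut at about 150% in these data; inconclusive = under 70 cell events counted for the yeast strain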
MEP2-GFP yeast: modulators of MEP2-GFP levels in yeast, primary screen, S. cerevisiae, multiplex flow cytometry, MLPCN library; S. cerevisiae MEP2-GFP strain, 3 h; 100% = DMSO control level; 330,000 tested, 0.51% active; GFP response vs DMSO, % at 10 µM;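 active = GFP response versus DMSO above a set limit, roughly screen mean plus 3 SD, cut at about 180% in these data; inconclusive = fewer than 70 cells counted for a yeast strain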;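 note: median GFP fluorescence of the barcode-gated MEP2-GFP cells per well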
GRK2 aptamer HTS: compounds blocking aptamer binding on GRK2 – biochemical, human GRK2, bead flow cytometry, HTS, primary screen; 330,000 tested, 0.59% active; inhibition of aptamer binding, % at 10 µM; FAM-aptamer displacement from GRK2;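 active = inhibition of aptamer binding above 40%, roughly 3 SD of noise, on plates passing a quality check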;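 note: median bead fluorescence of bound FAM aptamer so fluorescent compounds give negative values; no value below 0 was filed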
CR mimetic SO: reduction of superoxide in aged yeast, primary screen, HTS; S. cerevisiae aged cells, superoxide DHE fluorescence; hits give low values; superoxide response (% of plate mean), % at 10 µM; 330,000 tested, 0.18% active; AID 2690, 2010;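 active = superoxide response under a set limit, about three screen SD below normal, cut at about 65% in these data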;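 note: yeast aged for seven days with compound at 30 °C before DHE staining; 100% = average MFI of all compound-treated wells on the plate with controls excluded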
VLA-4 inh: inhibition in human VLA-4 binding assay, primary screen, VLA-4 allosteric modulator project, MLPCN library, flow cytometry, VLA-4 expressing cells. Integrin alpha-4 (Homo sapiens), P13612. ligand binding flow cytometry. inhibition, % (about 7 µM as worked out from the volumes in the protocol). 330,000 tested, 0.2% active. AID 2557, 2010; in the data active = inhibition above about 50%
Target sequence (P13612 whole entry, looked up): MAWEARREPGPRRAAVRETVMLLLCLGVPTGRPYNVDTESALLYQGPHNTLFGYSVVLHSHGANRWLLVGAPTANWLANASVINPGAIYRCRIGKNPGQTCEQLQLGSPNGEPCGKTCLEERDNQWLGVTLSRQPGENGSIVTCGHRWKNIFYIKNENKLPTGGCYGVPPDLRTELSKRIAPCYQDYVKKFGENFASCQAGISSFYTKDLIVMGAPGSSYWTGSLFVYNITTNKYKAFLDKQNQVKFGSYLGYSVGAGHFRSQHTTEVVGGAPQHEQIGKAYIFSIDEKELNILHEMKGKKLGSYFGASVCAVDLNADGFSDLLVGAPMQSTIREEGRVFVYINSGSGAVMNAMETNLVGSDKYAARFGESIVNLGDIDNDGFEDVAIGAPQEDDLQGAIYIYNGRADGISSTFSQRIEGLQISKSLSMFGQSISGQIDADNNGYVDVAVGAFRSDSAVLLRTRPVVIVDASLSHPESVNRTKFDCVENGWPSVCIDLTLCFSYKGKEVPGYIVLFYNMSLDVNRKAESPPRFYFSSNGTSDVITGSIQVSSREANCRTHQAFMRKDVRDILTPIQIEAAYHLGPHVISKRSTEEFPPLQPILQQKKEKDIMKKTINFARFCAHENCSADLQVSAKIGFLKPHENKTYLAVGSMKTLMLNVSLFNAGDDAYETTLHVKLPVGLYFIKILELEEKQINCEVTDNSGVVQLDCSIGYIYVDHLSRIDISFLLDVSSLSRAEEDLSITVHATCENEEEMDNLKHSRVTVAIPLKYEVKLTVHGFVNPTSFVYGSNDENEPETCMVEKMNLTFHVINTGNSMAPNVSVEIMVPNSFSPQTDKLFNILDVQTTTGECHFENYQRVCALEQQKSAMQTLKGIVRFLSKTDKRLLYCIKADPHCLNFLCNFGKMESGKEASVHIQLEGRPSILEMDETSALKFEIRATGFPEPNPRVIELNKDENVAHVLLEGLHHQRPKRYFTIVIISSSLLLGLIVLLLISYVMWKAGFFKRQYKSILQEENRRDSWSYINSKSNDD
RPL19A-GFP yeast: RPL19A-GFP expression modulators in yeast, primary screen, cell-based, S. cerevisiae, multiplex flow cytometry, MLPCN; percent response vs DMSO, % at 10 µM; 330,000 tested, 0.3% active; S. cerevisiae RPL19A-GFP strain, 3 h; hits give low values;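 active = percent response vs DMSO below 50%; inconclusive = fewer than 70 events counted for the yeast strain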;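 note: median channel GFP fluorescence of the barcoded RPL19A-GFP strain; ratio of sample median GFP to plate DMSO average so 100% = DMSO; lower means less RPL19A-GFP as with rapamycin TOR inhibition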
Numbers without * were called inactive; ? = inconclusive; nt = not tested or not shown; [ ] = dose if it differs, or a comment.

SMILES	CIT2 TOR yeast	AGP1-GFP MLPCN	LAP4-GFP MLPCN	MEP2-GFP yeast	GRK2 aptamer HTS	CR mimetic SO	VLA-4 inh	RPL19A-GFP yeast
O=C(OCC(=O)N1CCN(C(=O)c2ccco2)CC1)c1cc(=O)c2ccccc2o1	98.5	97.5	102.5	96.1	0.0	100.0	2.3	103.9
CCCC(C)NC(=O)c1cccc(Oc2ccccc2)c1 (stereo not drawn)	85.0	94.9	100.5	101.0	3.0	78.8	2.9	100.2
CC(C)Oc1ccc(C(=O)NC2CCSc3ccccc32)cc1 (stereo not drawn)	96.7	97.7	95.4	98.5	5.0	102.2	27.5	98.1
O=C(N/N=C/c1ccccc1OCc1ccccc1Cl)c1cccnc1	100.9	101.0	108.2	100.5	3.0	108.6	7.0	107.8
CCOn1c(=O)c(-c2ccc(OC)c(OC)c2)[n+]([O-])c2ccccc21	99.3	106.1	102.3	107.8	0.0	103.9	-25.8	102.5
CS(=O)(=O)N(CC(=O)N1CCc2ccccc2C1)Cc1ccc(Cl)cc1	110.3	nt	113.1	111.9	0.0	86.5	4.8	107.0
O=C(OCC(=O)N1CCc2ccccc21)c1ccncc1	100.4	101.6	104.1	101.1	0.0	90.0	-17.5	105.7
O=C(O)c1ccc(CSc2ncn[nH]2)cc1	81.2	84.7	77.0	93.0	0.0	97.2	-3.9	114.6
COCCNCC(=O)Nc1ccccc1Sc1ccccc1	104.7	101.6	93.0	104.5	0.0	96.0	0.9	104.5
CCCSc1ccc([C@@H]2[C@H]3C(=O)N(CC)C(=O)[C@H]3[C@]3(C(=O)OC)CCCCN23)cc1	98.2	103.4	116.7	102.0	0.0	103.7	9.6	99.8
COc1cc(/C=C/C(=O)N2CCCc3ccccc32)cc(OC)c1OC	87.1	83.4	78.8	90.0	4.0	89.7	-7.2	92.7
COc1ccc(OC)c(CC(NC(C)=O)C(=O)NC2CCN(c3cc(C)nc4ncnn34)CC2)c1 (stereo not drawn)	101.5	97.2	94.5	94.8	0.0	94.5	8.6	98.5
Cc1csc2c(N3CCN(C(=O)NC(C)(C)C)CC3)ncnc12	118.4	139.4	143.0	111.1	2.0	103.4	4.2	105.8
CCN(C(=O)COC(=O)/C=C/c1cccc(Cl)c1)c1c(N)n(Cc2ccccc2)c(=O)[nH]c1=O	101.0	109.6	101.5	100.7	1.0	108.8	8.2	101.9
CC1CC(C)CN(C(=O)CSc2nnc(-c3ccc(Cl)cc3)o2)C1 (stereo not drawn)	92.0	93.3	100.2	99.8	2.0	100.5	-14.5	92.5

10 compounds from above, arranged by number of heavy atoms, ascending.
SMILES	CIT2 TOR yeast	AGP1-GFP MLPCN	LAP4-GFP MLPCN	MEP2-GFP yeast	GRK2 aptamer HTS	CR mimetic SO	VLA-4 inh	RPL19A-GFP yeast
O=C(O)c1ccc(CSc2ncn[nH]2)cc1	81.2	84.7	77.0	93.0	0.0	97.2	-3.9	114.6
CCCC(C)NC(=O)c1cccc(Oc2ccccc2)c1 (stereo not drawn)	85.0	94.9	100.5	101.0	3.0	78.8	2.9	100.2
COCCNCC(=O)Nc1ccccc1Sc1ccccc1	104.7	101.6	93.0	104.5	0.0	96.0	0.9	104.5
Cc1csc2c(N3CCN(C(=O)NC(C)(C)C)CC3)ncnc12	118.4	139.4	143.0	111.1	2.0	103.4	4.2	105.8
CC1CC(C)CN(C(=O)CSc2nnc(-c3ccc(Cl)cc3)o2)C1 (stereo not drawn)	92.0	93.3	100.2	99.8	2.0	100.5	-14.5	92.5
CCOn1c(=O)c(-c2ccc(OC)c(OC)c2)[n+]([O-])c2ccccc21	99.3	106.1	102.3	107.8	0.0	103.9	-25.8	102.5
COc1cc(/C=C/C(=O)N2CCCc3ccccc32)cc(OC)c1OC	87.1	83.4	78.8	90.0	4.0	89.7	-7.2	92.7
CCCSc1ccc([C@@H]2[C@H]3C(=O)N(CC)C(=O)[C@H]3[C@]3(C(=O)OC)CCCCN23)cc1	98.2	103.4	116.7	102.0	0.0	103.7	9.6	99.8
CCN(C(=O)COC(=O)/C=C/c1cccc(Cl)c1)c1c(N)n(Cc2ccccc2)c(=O)[nH]c1=O	101.0	109.6	101.5	100.7	1.0	108.8	8.2	101.9
COc1ccc(OC)c(CC(NC(C)=O)C(=O)NC2CCN(c3cc(C)nc4ncnn34)CC2)c1 (stereo not drawn)	101.5	97.2	94.5	94.8	0.0	94.5	8.6	98.5

More structures follow:
SMILES	CIT2 TOR yeast	AGP1-GFP MLPCN	LAP4-GFP MLPCN	MEP2-GFP yeast	GRK2 aptamer HTS	CR mimetic SO	VLA-4 inh	RPL19A-GFP yeast
C[C@H](CO)N1C[C@H](C)[C@@H](CN(C)C(=O)Nc2ccc(C(F)(F)F)cc2)Oc2c(NS(=O)(=O)c3cn(C)cn3)cccc2C1=O	81.7	89.3	87.7	90.4	2.0	104.4	-13.6	93.5
Cn1c(SCC(=O)c2ccccc2)nnc1C1CC1	96.7	95.2	100.0	97.8	1.0	93.6	-10.0	97.0
CC(C)C(=O)N1CCN(c2ccccc2NC(=O)c2ccco2)CC1	?	?	88.5[may fluoresce violet]	292.4*[may fluoresce violet]	0.0	69.5	-4.0	39.1*[may fluoresce violet]
CC(Nc1cccc(C(=O)NC2CC2)c1)c1nnc(-c2ccccc2)o1 (stereo not drawn)	106.5	98.7	89.3	94.5	4.0	103.2	4.8	97.6
NC(=O)Nc1ccc(C(=O)N2CCN(S(=O)(=O)Cc3ccccc3)CC2)cc1	91.7	102.0	110.4	97.1	1.0	84.7	14.9	102.1
COc1cccc(C(=O)Nc2cc(C)c3c(=O)oc4ccccc4c3n2)c1	96.2	93.1	91.8	89.9	0.0	100.8	-23.6	96.9
CC1(N(O)C=C2C=CC(=O)C=C2)CCCCC1=O (stereo not drawn)	102.5	106.2	97.1	105.0	0.0	113.4	3.7	103.9
Cc1[nH]c2ccccc2c1C(=O)C(=O)NCCC1=CCCCC1	86.7	92.5	95.5	96.8	2.0	102.4	-0.9	96.8
CC1(N(O)/C=C2\C=CC=CC2=O)CCCCC1=O (stereo not drawn)	93.8	95.6	92.6	93.8	2.0	105.4	0.5	96.0
CCC[n+]1cn(/C(C(=S)Nc2cccc(Cl)c2C)=C(/[O-])c2ccc(OC)c(OC)c2)c2ccccc21	79.4	87.4	86.4	86.9	0.0	88.4	-4.4	94.9
Cc1nnc(NC(=O)C2CSC3(C)CCC(=O)N23)s1 (stereo not drawn)	92.4	97.9	97.0	100.2	2.0	100.4	16.2	95.3
CC1(C)CC(=O)/C(=C(\O)c2ccccc2)C(=NCCc2ccccc2)C1	86.1	91.2	92.8	97.0	1.0	84.4	15.3	99.1
C=CC[C@H](CC(=O)N(CCO)Cc1ccccc1)C(=O)N[C@H](C)COC(=O)[C@@H](CC=C)CC(=O)OC(C)(C)C	95.5	100.3	105.7	103.0	1.0	103.8	18.7	101.0
O=C(O)c1c2c(nc3ccc(S(=O)(=O)N4CCC(C(=O)NCc5ccccc5Cl)CC4)cc13)CCCC2	106.6	102.0	96.2	95.5	3.0	101.3	20.0	99.4
CCOCc1nc(C)c(Cl)c(NS(=O)(=O)c2ccc(N)cc2)n1	96.2	97.8	101.8	97.2	0.0	92.1	15.5	98.9

Part of the list above, with values under each structure.
Results follow in this order: CIT2 TOR yeast | AGP1-GFP MLPCN | LAP4-GFP MLPCN | MEP2-GFP yeast | GRK2 aptamer HTS | CR mimetic SO | VLA-4 inh | RPL19A-GFP yeast
- CC1(N(O)/C=C2\C=CC=CC2=O)CCCCC1=O (stereo not drawn)
→ 93.8 | 95.6 | 92.6 | 93.8 | 2.0 | 105.4 | 0.5 | 96.0
- CCC[n+]1cn(/C(C(=S)Nc2cccc(Cl)c2C)=C(/[O-])c2ccc(OC)c(OC)c2)c2ccccc21
→ 79.4 | 87.4 | 86.4 | 86.9 | 0.0 | 88.4 | -4.4 | 94.9

Continuation:
SMILES	CIT2 TOR yeast	AGP1-GFP MLPCN	LAP4-GFP MLPCN	MEP2-GFP yeast	GRK2 aptamer HTS	CR mimetic SO	VLA-4 inh	RPL19A-GFP yeast
CCCOc1ccc(N2C(=O)CC(N3CCC(c4nc5ccccc5o4)CC3)C2=O)cc1 (stereo not drawn)	95.6	94.7	97.4	104.5	0.0	79.5	-0.3	93.5
O=c1ccc(=O)n2n1CC(O)C2	100.2	94.5	102.8	99.3	0.0	103.7	-10.1	96.0
O=C(NC1CCCCC1)NC1CC2CCC(C1)N2C(=O)NCc1ccccc1 (stereo not drawn)	104.5	102.5	99.1	98.8	0.0	92.5	2.2	99.2
Cc1cc([N+](=O)[O-])cc2c1NC(=O)C2(O)N1CCOCC1 (stereo not drawn)	103.4	100.2	92.0	101.7	2.0	102.9	-35.2	102.2
COc1ccc(C2(C(N)=O)CCCCC2)cc1OC	107.2	100.9	102.5	100.9	2.0	96.8	6.5	98.7
COc1ccc(C2C(C(=O)c3ccco3)=C(O)C(=O)N2CCN2CCOCC2)cc1 (stereo not drawn)	103.3	98.2	95.8	100.7	2.0	105.0	-9.4	95.8
O=C(Nc1cc(Cl)cc(Cl)c1)Nc1cnccn1	103.0	104.3	104.0	103.8	0.0	101.8	6.3	104.2
CN(C)S(=O)(=O)c1ccc(C(=O)N(c2ccccn2)c2ccccn2)cc1	99.0	102.1	94.5	97.0	2.0	85.5	0.1	98.0
COc1ccc(/C=N/NC(=O)c2ccc[nH]2)cc1	106.4	100.7	106.2	119.5	1.0	91.7	-41.7	107.9
Cc1ccc([N+](=O)[O-])cc1S(=O)(=O)Nc1ccc(C(=O)N2CCN(C(=O)c3ccco3)CC2)cc1	100.6	99.9	97.8	96.4	14.0	90.7	11.4	99.9
COc1ccccc1Cn1c(/C=C/c2ccccc2)nc2ccccc21	95.8	102.2	88.5	93.2	0.0	101.1	0.0	102.6
Cc1onc(-c2ccccc2Cl)c1C(=O)OCN1C(=O)c2ccccc2C1=O	85.0	88.5	88.6	95.3	0.0	90.3	9.3	97.0
Cc1ccc(NC(=O)CN(C)C(=O)c2cc(C)on2)cc1	103.5	103.2	107.7	100.0	0.0	74.7	1.4	96.6
CC(=O)c1ccc(NC(=O)C2(c3ccccc3)CC2(Cl)Cl)cc1 (stereo not drawn)	92.9	108.4	115.8	107.9	0.0	96.5	3.5	96.8
Cc1oc(-c2cc(Cl)cc(Cl)c2)cc1C(=O)NCCc1ccccc1	96.0	91.6	89.6	100.8	4.0	95.3	14.0	97.8
O=C(CCCc1cccs1)Nc1nccs1	91.1	89.5	114.9	108.8	0.0	96.6	-4.5	94.7
COc1ccc(Cl)cc1N1C(=O)CN(Cc2cc(OC)c(OC)c(OC)c2)C1=S	88.2	85.9	83.5	101.5	0.0	109.3	27.1	90.7
CC(=O)N1CCN(S(=O)(=O)c2cccc(C(=O)Nc3ccc(OC(F)F)cc3)c2)CC1	100.7	96.3	99.6	99.4	1.0	108.4	-2.8	97.9
CCOC(=O)N1CCN(C(=O)c2ccc(N(Cc3ccccc3Cl)S(C)(=O)=O)cc2)CC1	96.7	94.3	88.4	102.2	4.0	103.0	-4.2	104.4
O=S(=O)(c1ccc(Cl)cc1)N1CCN(S(=O)(=O)N2CCCCCC2)CC1	93.5	97.9	114.8	102.1	1.0	101.1	13.7	98.3
Oc1[nH]c2ccccc2c1C=NCC1CCCO1 (stereo not drawn)	98.8	104.8	93.5	95.5	0.0	104.5	-6.1	98.3
